ABCB1 block = human ABCB1 inhibition, ABCG2 as counter-screen; P08183; AID 1326; hit rate 0.067% among 190,000; inhibition, % at 6.6 µM; CCRF-Adr cells, JC-1 efflux, flow cytometry; in the data active means inhibition above about 40%;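 further: 0% = vehicle and 100% = reference inhibitor; higher value means more JC-1 retained so stronger ABCB1 efflux block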
Rab2 wt GTP = changes GTP binding to wildtype dog Rab2A, up or down. P61105. GTP binding activity, % at 10 µM. hit rate 0.19% among 190,000. GST-Rab2 wt beads, Bodipy-GTP binding, flow cytometry;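 active means GTP binding activity at least 20 points away from 100%, either lowered or raised; inconclusive means signal likely due to the compound's own green fluorescence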;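 further: 0% = beads with excess unlabeled GTP and 100% = no-compound control corrected for plate trend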
Rac1 mut GTP = alters GTP binding to activated mutant human Rac1; percent activity (GTP binding), % at 10 µM; P63000; GST-Rac1 activated beads, fluorescent GTP binding, flow cytometry; actives lie on both sides; 100% means binding = to untreated wells; hit rate 0.11% among 190,000;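 active means GTP binding at least 20 percentage points away from the 100% baseline, in either direction, so actives lie on both sides; inconclusive means Compound likely fluorescent itself, or too few beads counted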
Avidin fluor = avidin bead compound fluorescence profile; Avidin beads, compound fluorescence 488/530 nm, flow cytometry; active compounds read high; fluorescence (KMESF) at 10 µM; hit rate 0.38% among 220,000; in the data active means fluorescence above about 47; further: inactives centre near 10
Mcl1 Noxa PPI = disrupts binding of human Mcl-1 to Noxa peptide; TR-FRET Mcl-1/Noxa peptide binding, 2 h; inhibition, % at 21.7 µM; Q07820; hit rate 1.5% among 220,000;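 active means compounds that cut the protein-peptide binding signal by more than 50% relative to plate controls in a single-dose test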;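 further: His-tagged Mcl-1 with rhodamine Noxa BH3 peptide and terbium anti-His antibody; 0% = Mcl-1 plus Noxa peptide wells and 100% = peptide-only wells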
Rac1 wt modul = alters GTP binding to wildtype human Rac1. P63000. GST-Rac1 beads, fluorescent GTP binding, flow cytometry; actives lie on both sides; 0 = cold GTP competed, 100 = untreated. GTP binding activity (% of control), % at 10 µM. hit rate 0.27% among 190,000;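 active means GTP binding activity at least 20 points away from the 100% control level, either lower or higher; inconclusive means compound flagged as likely green fluorescent, judged across all proteins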
ABCG2 block = blocks JC-1 efflux by human ABCG2 transporter; Q9UNQ0; AID 1325; hit rate 0.1% among 190,000; inhibition, % at 6.6 µM; IgMXP3 cells, flow cytometry;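 active means inhibition above 80%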;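 further: 0% = DMSO and 100% = nicardipine control wells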
Target sequence (Q9UNQ0 whole entry, looked up): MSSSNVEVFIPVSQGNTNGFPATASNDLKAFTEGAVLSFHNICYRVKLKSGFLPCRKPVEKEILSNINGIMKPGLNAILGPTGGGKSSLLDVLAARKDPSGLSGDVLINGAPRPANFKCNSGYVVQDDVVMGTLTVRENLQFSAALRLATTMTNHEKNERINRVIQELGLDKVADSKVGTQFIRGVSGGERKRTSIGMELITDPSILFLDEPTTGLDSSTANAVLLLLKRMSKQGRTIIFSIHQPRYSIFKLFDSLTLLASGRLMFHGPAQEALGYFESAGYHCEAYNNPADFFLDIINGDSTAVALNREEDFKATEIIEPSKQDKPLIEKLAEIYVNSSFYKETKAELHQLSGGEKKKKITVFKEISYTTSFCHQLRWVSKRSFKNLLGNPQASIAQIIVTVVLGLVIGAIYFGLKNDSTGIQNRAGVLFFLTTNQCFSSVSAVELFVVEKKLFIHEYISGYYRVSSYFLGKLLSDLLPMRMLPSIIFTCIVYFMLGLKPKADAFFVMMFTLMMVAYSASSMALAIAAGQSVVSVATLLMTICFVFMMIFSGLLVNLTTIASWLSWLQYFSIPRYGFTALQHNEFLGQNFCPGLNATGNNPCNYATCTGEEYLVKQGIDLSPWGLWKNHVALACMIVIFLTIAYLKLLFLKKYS
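Times: 10 min at 25 °C | Test system: Two drug-resistant human cell lines, ABCG2 and ABCB1 | Quantity: 3 million cells/mL final, two lines in 1:1 ratio | Signal: Flow cytometry, 530 nm JC-1 signal | Dosing: Compound at 6.6 µM | Controls: Nicardipine and DMSO wells | Reagent: JC-1 as fluorescent efflux pump substrate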
Rab7 wt GTP bind = alters GTP binding to wildtype dog Rab7 | GST-Rab7 beads, fluorescent GTP binding, flow cytometry; actives lie on both sides; untreated = 100%, excess cold GTP = 0% | GTP binding activity (percent of control), % at 10 µM | hit rate 0.055% among 190,000;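 active means fluorescent GTP binding to Rab7 beads changed by at least 20 points from the 100% baseline, either direction, mostly lower; inconclusive means compound itself probably fluorescent, or too few beads counted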;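 further: median green fluorescence of bound Bodipy-FL-GTP per Rab7 bead population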
Pf gametocyte = P. falciparum stage V gametocyte viability inhibition; hit rate 0.065% among 150,000; inhibition, % at 10.9 µM; P. falciparum stage V gametocytes, ATP luminescence, 24 h; AID 743093;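 active means inhibition above the mean plus 3 SD of compounds within the control limits, set per campaign, cut at about 38% in these data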;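 further: 0% = DMSO wells and 100% = medium only without gametocytes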
HRas wt GTP bind = human HRas wildtype GTP binding, change in either direction; GST-Ras wt beads, Bodipy-FL-GTP binding, flow cytometry; actives lie on both sides; hit rate 0.14% among 190,000; P01112; GTP binding activity, % at 10 µM; AID 759;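 active means GTP binding activity at least 20% away from the 100% baseline, either lowered as inhibitor or raised as activator; inconclusive means flagged as likely green fluorescent, judged across all proteins in the well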;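 further: 0% = unlabeled GTP competition control and 100% = no-compound control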
Target sequence (P01112 whole entry, looked up): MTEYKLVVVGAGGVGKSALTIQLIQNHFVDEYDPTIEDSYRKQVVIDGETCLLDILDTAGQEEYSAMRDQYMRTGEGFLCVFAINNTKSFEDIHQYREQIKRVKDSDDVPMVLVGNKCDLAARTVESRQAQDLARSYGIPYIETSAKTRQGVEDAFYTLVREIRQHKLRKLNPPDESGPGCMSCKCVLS
Cdc42 wt GTP = human Cdc42 wildtype GTP binding change, either direction; percent activity (GTP binding), % at 10 µM; P60953; AID 761; GST-Cdc42 beads, Bodipy-GTP binding, flow cytometry; actives lie on both sides; hit rate 0.2% among 190,000;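 active means percent activity GTP binding at least 20 points away from the 100% baseline, either down as inhibitor or up as activator; inconclusive means compound flagged as likely green fluorescent from well-wide comparison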;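 further: median bead fluorescence of bound Bodipy-FL-GTP at 100 nM; 0% = excess unlabeled GTP control and 100% = no compound control; below 100% means less GTP binding so inhibitor and above means activator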
Target sequence (P60953 whole entry, looked up): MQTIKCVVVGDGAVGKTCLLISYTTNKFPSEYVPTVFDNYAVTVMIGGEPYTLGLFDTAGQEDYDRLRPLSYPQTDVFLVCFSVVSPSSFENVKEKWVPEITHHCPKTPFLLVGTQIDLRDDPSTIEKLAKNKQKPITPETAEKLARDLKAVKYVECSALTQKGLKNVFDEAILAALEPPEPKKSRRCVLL
Active calls of the source: *; ? = inconclusive; . = no result given.

SMILES	ABCB1 block	Rab2 wt GTP	Rac1 mut GTP	Avidin fluor	Mcl1 Noxa PPI	Rac1 wt modul	ABCG2 block	Rab7 wt GTP bind	Pf gametocyte	HRas wt GTP bind	Cdc42 wt GTP
Cc1ccc(C2CC(=O)C=C(NCC(C)C)C2)cc1 (stereo unspecified)	0.3	101	101	15	7	104	3	97	4	100	102
CSc1ncccc1C(=O)OCC(=O)c1ccccc1Br	-0.1	95	91	24	18	96	1	95	19	94	94
COc1ccc(/C=N/N2C(=O)CSC2=S)cc1	0.1	94	97	3	30	100	1	91	.	95	101
COc1ccc(CCNC(=O)COC(=O)/C=C/c2ccc(OCC#N)c(OC)c2)cc1OC	1.1	100	99	1	-11	106	10	102	-7	103	102
CC12CCC(C(=O)N3CCCCC3)(CC1=O)C2(C)C (stereo unspecified)	0.1	95	95	3	-13	99	0	95	.	96	96
COc1cccc(-c2ccc(SCC(=O)N3CCOCC3)nn2)c1	0.8	98	95	3	10	99	9	99	-33	97	97
O=C(NCc1cccc(F)c1)C1CCN(S(=O)(=O)Cc2ccccc2)CC1	1.5	102	104	10	-1	104	7	104	.	105	102
COc1ccc(CNC(=O)CSc2nnc(C)n2-c2ccc(F)cc2)cc1	0.0	98	99	5	-11	104	2	102	4	98	100
COc1cc(/C=N/NC(N)=S)ccc1OC(=O)c1ccc(C)cc1	0.8	105	101	12	21	103	3	99	-4	107	106
O=C(Nc1sc2c(c1C(=O)O)CCCCC2)c1ccco1	-0.6	90	91	33	9	103	12	91	25	96	97
O=C(CSc1ccc(C(F)(F)F)cc1[N+](=O)[O-])Nc1ccc2ccccc2c1	0.2	93	92	12	0	94	2	99	8	96	93
CCOC(=O)C1=C(C)C(c2ccc(OC)cc2OC)NC(=O)N1 (stereo unspecified)	1.2	96	99	35	3	108	90*	97	.	100	104
CC(C)(C)c1cc(C(C)(C)C)n(-c2ccccc2)n1	0.8	96	98	7	10	102	5	95	.	99	100
O=C(NCc1ccc(F)cc1)Nc1ccc(Cl)cc1	0.7	97	99	9	-7	101	15	95	-1	97	96
COc1cccc(CNC(=O)C(CCSC)NS(=O)(=O)c2ccc3c(c2)oc(=O)n3C)c1 (stereo unspecified)	0.1	103	101	5	2	106	0	104	4	104	103
O=C(NC12CC3CC(CC(C3)C1)C2)N1CCN(c2nc(-c3ccccc3)cs2)CC1	-0.1	100	100	11	11	103	3	100	.	102	100
COc1ccccc1NC(=O)COC(=O)Cc1cccs1	0.3	100	98	14	3	97	4	96	-7	99	100
Cc1nn(C)cc1/C=N/NC(=O)C1(O)c2ccccc2-c2ccccc21	0.4	100	100	10	5	103	4	100	-9	99	101
CCOC(=O)c1cn(CC(=O)Nc2ccc(CC)cc2)nn1	0.2	104	102	9	-8	108	1	103	16	102	103
CC(C)(C)OC(=O)N1CCC(C(=O)N2CCOCC2)CC1	.	102	102	6	8	106	.	106	.	102	105
Cc1c(SCCO)c(=O)[nH]c2cc3c(cc12)OCO3	-0.2	97	97	5	9	102	0	97	.	99	101
CCO[C@H]1OC(C(=O)N2CCN(Cc3ccccc3)CC2)=C[C@@H](c2ccc(C(F)(F)F)cc2)[C@@H]1CCCO	1.1	97	96	6	4	99	7	103	.	97	98
Cn1cc(C(=O)C(F)(F)F)c2ccccc21	0.2	95	93	35	0	97	1	96	-10	96	97
Cn1cccc1C1Nc2ccccc2NC2=C1C(=O)CC(C)(C)C2 (stereo unspecified)	0.1	101	97	0	4	100	0	104	.	102	101
COCC(=O)n1nc(-c2ccccc2)nc1NCc1ccc(F)cc1	0.8	99	99	33	-6	103	4	99	-20	99	102
Next entries.
SMILES	ABCB1 block	Rab2 wt GTP	Rac1 mut GTP	Avidin fluor	Mcl1 Noxa PPI	Rac1 wt modul	ABCG2 block	Rab7 wt GTP bind	Pf gametocyte	HRas wt GTP bind	Cdc42 wt GTP
Nc1cc(OCC(F)(F)F)cc([N+](=O)[O-])c1	0.7	99	102	7	0	105	5	98	11	99	104
Cc1ccc2nc(C3CCN(C(=O)NCc4ccccc4)CC3)[nH]c2c1	1.1	102	98	7	15	104	6	99	18	100	103
Cc1cccc(N(C(=O)c2ccc(CN3CCOCC3)o2)C(C(=O)NC(C)(C)C)c2ccc(F)cc2)c1 (stereo unspecified)	3.9	96	95	6	-1	103	-1	94	.	97	101
CCOC(=O)CSc1nc2c(c(=O)n(Cc3ccccc3Cl)c(=O)n2C)n1C	1.4	98	97	9	-17	98	2	96	.	98	98
O=C(N/N=C/c1c[nH]c2ccc(Br)cc12)c1ccc2c(c1)OCO2	-1.2	96	91	10	26	90	-1	101	.	92	90
CN(C)C(=O)CCSc1nnc(-c2ccco2)o1	0.5	96	92	12	9	96	0	96	-3	96	94
COC(=O)c1ccc(C)c(NC(=O)CN2C(=O)c3ccccc3S2(=O)=O)c1	2.4	98	98	10	10	101	11	98	22	95	98
Cc1cccc(N2CC(c3nc4ccccc4n3C)CC2=O)c1C (stereo unspecified)	0.0	97	96	7	9	102	3	96	.	97	97
CC(=O)Nc1ccc(S(=O)(=O)n2cnc(C)c2)cc1	0.5	99	98	33	4	102	35	102	18	99	97
Cc1cc(C)cc(N(CC(=O)O)S(=O)(=O)c2c(C)noc2C)c1	1.6	95	90	12	.	92	6	95	.	96	96
O=C(Nc1ccccc1)Nc1cccc2nsnc12	1.0	?	?	13	-4	?	3	?	.	?	?
O=C(Nc1ccc2c(c1)OCO2)C(c1ccccc1)N1CCC2(CC1)OCCO2 (stereo unspecified)	0.2	100	99	7	11	101	3	100	-9	99	101
CCOC(=O)c1c(NC(=S)Nc2ccc(OC)cc2)sc2c1CCC2	1.1	101	99	15	14	102	17	98	10	101	98
CC(C)(C)Nc1nc(Cl)nc(N(C#N)CN2C(=O)c3ccccc3S2(=O)=O)n1	0.3	93	94	12	23	92	1	96	-3	93	94
O=C(NCc1nc2ccccc2[nH]1)c1cc2ccccc2oc1=O	-1.1	102	99	6	11	109	9	100	.	104	100
Cc1cc(C)nc(SCc2nnc(SCC(N)=O)o2)n1	0.6	99	98	20	8	99	2	99	3	98	96
C=CCn1c(SCCOc2ccc(OC)cc2)nnc1C(C)NC(=O)Cc1ccc(OC)cc1 (stereo unspecified)	0.8	100	99	5	11	104	1	98	.	102	101
Cc1ccc(CN2C3=NC(=O)CN3c3ccccc32)cc1	0.7	101	101	12	4	103	2	97	.	102	105
O=C(O)c1ccccc1NS(=O)(=O)c1ccc(NNC(=S)Nc2ccc(OC(F)F)cc2)c([N+](=O)[O-])c1	-6.2	93	88	4	112*	97	-18	102	-4	94	94
CCN(CC)CCOc1cc2c(nn1)Oc1ccccc1N2C	.	103	101	6	37	104	.	105	.	103	104
COC(=O)C1=CN(Cc2ccc(OC)cc2)C=C(C(=O)OC)C1c1ccsc1	2.0	98	97	10	2	96	2	102	-12	98	97
CCOc1cc(-c2nnc(-c3ccco3)o2)cc(OCC)c1OCC	1.0	100	97	194*	.	99	26	102	9	101	101
O=C1C(=C2CCCCC2)SC(=S)N1Cc1ccco1	-0.3	98	98	21	7	104	-1	97	13	100	99
Cc1ccc(-c2nc(CS(=O)CC(=O)NCCCN3CC(C)CC(C)C3)c(C)o2)cc1 (stereo unspecified)	0.4	96	98	28	-8	101	3	99	.	99	101
Cc1ccc(CN2C(=O)c3ccccc3NC23CCN(Cc2ccccc2)CC3)cc1	19	98	98	7	11	99	6	103	-3	100	96
More results
SMILES	ABCB1 block	Rab2 wt GTP	Rac1 mut GTP	Avidin fluor	Mcl1 Noxa PPI	Rac1 wt modul	ABCG2 block	Rab7 wt GTP bind	Pf gametocyte	HRas wt GTP bind	Cdc42 wt GTP
Cc1ccc(-c2cc(-c3ccccc3Cl)c(C#N)c(N)n2)o1	0.7	98	100	31	60*	102	2	99	.	99	101
COc1cc(/C=C2\SC(=S)N(CC(=O)Nc3ccccn3)C2=O)cc(OC)c1OC	-1.9	98	96	11	-29	98	-13	99	.	96	100
CCOc1cc(-c2nn3cnnc3s2)cc(OCC)c1OCC	0.4	98	99	12	15	89	5	101	.	95	93
CCOC(=O)c1c(NC(=O)CSc2nnc(-c3ccco3)o2)sc(C(C)=O)c1C	3.4	100	101	8	15	103	8	100	-20	101	102
O=C(O)c1cccc(Nc2nc(-c3cccnc3)nc3ccccc23)c1	-0.3	86	93	5	25	84	-1	95	.	90	91
S=C(NC12CC3CC(CC(C3)C1)C2)N1CCOCC1	0.5	97	96	11	1	98	1	96	9	97	95
CC(=O)/C(=N/Nc1cccc(Cl)c1)Sc1nnc(C(O)c2ccccc2)n1-c1ccccc1 (stereo unspecified)	1.5	99	98	7	7	101	-1	101	-7	98	99
Cc1cc2c(ncn2Cc2ccccc2)c(N)c1C	0.4	98	97	11	17	102	5	105	11	98	95
O=C(c1cccn2c(=O)c3ccccc3nc12)N1CCN(c2ccccn2)CC1	1.1	100	94	11	2	101	16	102	.	100	98
Cc1nc(NC(=S)NC(=O)COc2ccc(Cl)cc2)ccc1Br	0.0	99	97	17	7	97	4	99	17	98	94
Cc1ccc(N(C(=O)C2CCCC2)C2C=CS(=O)(=O)C2)cc1C (stereo unspecified)	0.0	96	95	7	3	98	0	100	.	99	96
COCCNC(=O)c1onc(CSc2ccc(C(C)C)cc2)c1C(=O)O	0.9	87	87	11	35	87	5	92	-27	93	89
O=S(=O)(Nc1cccc(CCc2ccccn2)c1)c1ccc2ccccc2c1	0.1	97	97	8	6	100	-3	95	.	95	99
CC1=C(C(=O)Nc2ccccc2)C(c2ccc(Cl)cc2)n2c(s/c(=C/c3cccc(OCC(=O)O)c3)c2=O)=N1 (stereo unspecified)	-1.0	?	?	9	21	?	-4	?	-7	?	?
COCCNS(=O)(=O)c1ccc(C2CNC(=O)C2)cc1 (stereo unspecified)	0.2	100	97	7	-8	105	1	101	.	101	101
CCN(CC)S(=O)(=O)c1ccc(N2CCOCC2)c(NC(=O)C2CCCC2)c1	0.7	98	99	15	10	104	4	101	15	101	102
CC(C)(C)n1nnc(CCc2nnn(C(C)(C)C)n2)n1	0.1	99	98	15	10	103	3	100	5	98	98
CC(C)(C)N=Cc1cc(-c2ccccc2)sc1O	0.4	102	103	10	7	112	3	103	-10	106	109
CC(C)(C)OC(=O)N[C@@H](Cc1ccccc1)c1nnc(SCC(=O)O)o1	0.8	99	93	17	21	99	2	97	.	100	100
Cc1ccc(S(=O)(=O)N2CCN(C(=O)Cc3ccccc3)CC2)cc1	0.8	105	101	10	10	108	3	104	-49	105	105

Compound activity: PubChem, several laboratories
